# Assay outcomes (PubChem)
# FXN GAA850 act = FXN promoter activators, primary screen, cell-based, luciferase luminescence, HEK293 lucGAA850. HEK293 lucGAA850 FXN promoter luciferase reporter, 24 h; percent of 10 µM SAHA response. activation, % at 6 µM. 0.56% of 360,000 active. AID 540364, 2011;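 active = activation above the average of all compounds screened plus 3 SD, cutoff fixed separately per campaign, cut at about 7.5% in these data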;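 note: 0% = DMSO wells and 100% = 10 µM SAHA wells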
# hgDAF-12 ag = H. glycines DAF-12 receptor agonists, primary screen, cell-based, luminescence, HEK293, GAL4 fusion, UAS-luciferase. Nuclear hormone receptor DAF-12 (Heterodera glycines), GAL4 fusion. HEK293 GAL4-hgDAF12 UAS-luciferase reporter, agonist luminescence; normalized to butyrate control. activation, % at 6.8 µM. 1.8% of 370,000 active. AID 687014, 2013;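 active = activation above a cutoff set at the mean of all screened compounds plus 3 SD, cut at about 10% in these data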;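 note: 0% = DMSO wells and 100% = sodium butyrate wells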
# SMARCA2 act = SMARCA2 (BRM) function activators, primary screen, cell-based, luminescence, high throughput. MG213 cells, MMTV-luciferase reporter, dexamethasone, overnight. 1% of 370,000 active. activation, % at 9.1 µM; in the data active = activation above about 7.8%;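 note: 0% = vehicle wells and 100% = reference activator wells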
# proKLK7 act = proKLK7 zymogen activators, primary screen, biochemical, fluorescence intensity; Kallikrein-7 (Homo sapiens), P49862; purified proKLK7, EDANS-DABCYL substrate fluorescence; 100% is mature enzyme control, 0% vehicle; activation, % at 7 µM; 0.9% of 370,000 active; AID 652039, 2013;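 active = activation above the mean of all tested compounds plus 3 SD, computed per campaign excluding outliers beyond control limits, cut at about 13% in these data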
# DAX1 inh-1 = DAX1 (NR0B1) inhibitors, primary screen, cell-based, HEK293, Gal4-DAX1, luciferase luminescence; inhibition, % at 6.75 µM; HEK293 Gal4-DAX1 luciferase reporter; Nuclear receptor subfamily 0 group B member 1 (Homo sapiens), P51843; 0.99% of 340,000 active; AID 504766, 2011;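 active = inhibition above the mean over all tested compounds plus 3 SD, cut at about 4.2% in these data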;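 note: 0% = DAX1-transfected cells with DMSO and 100% = empty-vector control cells with DMSO; inhibition shows as a rise in luminescence from relieved DAX1 repression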
# ssDAF-12 act = S. stercoralis DAF-12 nuclear receptor activators, primary screen, cell-based, luminescence, HEK293, GRIP1 co-expression, lit1-tk-luc | 1% of 370,000 active | HEK293 ssDAF-12/GRIP1 lit1-tk-luc reporter; % of 3 µM dafachronic acid response | activation, % at 6.8 µM | AID 652126, 2013;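 active = activation above the mean over all tested compounds plus 3 SD, cut at about 0.9% in these data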;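 note: 0% = DMSO-only wells and 100% = 3 µM delta7-dafachronic acid wells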
# DAX1 inh-2 = DAX1 (NR0B1) inhibitors on StAR promoter, primary screen, cell-based, luminescence, SF-1 (NR5A1), full-length DAX-1; inhibition, % at 6.8 µM; AID 652010, 2013; 1.1% of 370,000 active; HEK293T StAR-luciferase reporter, SF-1/DAX-1 repression relief;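 active = inhibition above the mean over all tested compounds plus 3 SD, cut at about 3.6% in these data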;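 note: 0% = DAX-1 cells with DMSO and 100% = cells lacking DAX-1 with DMSO; higher inhibition means more luminescence from relief of DAX-1 repression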
# GC-B act = human GC-B receptor activators, primary screen, HEK293 GC-B cells, cGMP TR-FRET, EC30 CNP. 0% at EC30 CNP, 100% saturating CNP. activation, % at 10 µM. 0.11% of 370,000 active. AID 1920062, 2024;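 active = activation at 10 µM reaching about 35% in either raw or pattern-adjusted values, limit read from the data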
# Target sequence (P20594 whole entry, looked up): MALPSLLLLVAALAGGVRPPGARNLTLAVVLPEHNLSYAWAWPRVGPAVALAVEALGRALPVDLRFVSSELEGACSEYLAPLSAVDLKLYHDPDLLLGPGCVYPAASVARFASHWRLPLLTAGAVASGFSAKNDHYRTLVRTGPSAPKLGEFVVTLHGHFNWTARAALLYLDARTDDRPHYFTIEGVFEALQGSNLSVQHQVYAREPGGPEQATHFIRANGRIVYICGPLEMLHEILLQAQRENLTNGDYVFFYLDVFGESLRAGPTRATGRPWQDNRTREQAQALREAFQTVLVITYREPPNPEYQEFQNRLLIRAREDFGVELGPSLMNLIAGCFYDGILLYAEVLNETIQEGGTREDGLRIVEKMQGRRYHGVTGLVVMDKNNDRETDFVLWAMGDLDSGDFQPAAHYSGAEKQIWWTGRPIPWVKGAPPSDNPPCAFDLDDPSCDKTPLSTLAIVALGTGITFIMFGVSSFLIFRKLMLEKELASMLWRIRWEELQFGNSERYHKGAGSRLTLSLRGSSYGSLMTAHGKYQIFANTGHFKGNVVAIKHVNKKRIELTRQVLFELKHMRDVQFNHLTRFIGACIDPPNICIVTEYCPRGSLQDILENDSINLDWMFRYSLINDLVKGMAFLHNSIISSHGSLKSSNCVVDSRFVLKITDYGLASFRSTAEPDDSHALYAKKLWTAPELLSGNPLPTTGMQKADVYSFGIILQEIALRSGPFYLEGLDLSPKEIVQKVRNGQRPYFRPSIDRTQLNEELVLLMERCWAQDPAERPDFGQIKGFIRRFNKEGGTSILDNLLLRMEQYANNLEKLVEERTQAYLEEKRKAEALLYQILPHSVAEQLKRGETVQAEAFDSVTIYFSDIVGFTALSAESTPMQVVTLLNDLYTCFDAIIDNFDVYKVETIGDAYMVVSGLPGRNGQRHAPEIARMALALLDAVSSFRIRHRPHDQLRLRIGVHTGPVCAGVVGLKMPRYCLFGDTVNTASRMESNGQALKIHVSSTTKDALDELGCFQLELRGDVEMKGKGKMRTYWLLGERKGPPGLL
# NPR1 activator = GC-A stimulated cGMP production enhancers – HEK293 GC-A cells, cGMP TR-FRET, EC30 ANP, primary screen. Atrial natriuretic peptide receptor 1 (Homo sapiens), P16066. 0% at EC30 ANP, 100% saturating ANP. activation, % at 10 µM. 0.14% of 370,000 active; in the data active = activation above about 40%
# HGIII-sPLA2 inh = human group III sPLA2 inhibitors, primary screen, biochemical, QFRET, BODIPY PC-A2 liposome substrate; AID 743126, 2013; inhibition, % at 12.2 µM; 0.56% of 370,000 active; QFRET BODIPY PC-A2 liposome hydrolysis, fluorescence;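 active = inhibition above mean plus 3 SD of compounds lying within the high and low control bounds, cut at about 19% in these data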;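 note: 0% = median of test compound wells and 100% = no enzyme DMSO wells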
# hcDAF-12 act = H. contortus DAF-12 nuclear receptor activators, primary screen, cell-based, luminescence, HEK293, lit1-tk-luc reporter; HEK293 hcDAF-12 lit1-tk-luc reporter; 0% DMSO, 100% Δ7-dafachronic acid; activation, % at 6.8 µM; 1.4% of 370,000 active; AID 652067, 2013;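 active = activation above the mean of all tested compounds plus 3 SD, cut at about 5.5% in these data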;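 note: 100% = response to 3 µM Δ7-dafachronic acid high control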
# * = called active by the depositor; nt = not tested or not shown.
# The opening 3 entries, ahead of the listing:
SMILES,FXN GAA850 act,hgDAF-12 ag,SMARCA2 act,proKLK7 act,DAX1 inh-1,ssDAF-12 act,DAX1 inh-2,GC-B act,NPR1 activator,HGIII-sPLA2 inh,hcDAF-12 act
CCC(C(=O)NC1CCCC1)N(C(=O)c1snc(C(N)=O)c1N)c1ccc(OC)cc1 (stereo not given),1.7,-2.1,0,-0.5,-1.1,-1.0,-0.3,0,-3,-6,-2.8
CCCCn1c(N)c(N(CC(C)C)C(=O)C2CCCN(C(=O)c3ccc(Cl)cc3)C2)c(=O)[nH]c1=O (stereo not given),-0.3,-0.1,0,-0.1,0.4,-0.4,-0.4,3,6,3,-1.3
CCc1cc(C(=O)Nc2cc(S(=O)(=O)N(C)C)ccc2C)sc1C,-0.3,0.5,-2,0.4,-1.3,-2.1,-0.5,2,-7,-12,-2.2

# The list itself, from the first entry:
SMILES,FXN GAA850 act,hgDAF-12 ag,SMARCA2 act,proKLK7 act,DAX1 inh-1,ssDAF-12 act,DAX1 inh-2,GC-B act,NPR1 activator,HGIII-sPLA2 inh,hcDAF-12 act
CCC(C(=O)NC1CCCC1)N(C(=O)c1snc(C(N)=O)c1N)c1ccc(OC)cc1 (stereo not given),1.7,-2.1,0,-0.5,-1.1,-1.0,-0.3,0,-3,-6,-2.8
CCCCn1c(N)c(N(CC(C)C)C(=O)C2CCCN(C(=O)c3ccc(Cl)cc3)C2)c(=O)[nH]c1=O (stereo not given),-0.3,-0.1,0,-0.1,0.4,-0.4,-0.4,3,6,3,-1.3
CCc1cc(C(=O)Nc2cc(S(=O)(=O)N(C)C)ccc2C)sc1C,-0.3,0.5,-2,0.4,-1.3,-2.1,-0.5,2,-7,-12,-2.2
COc1ccc(Cn2ccnc2SCC(=O)Nc2ccccc2OC)cc1,0.6,-1.3,-1,-0.1,-0.1,-0.8,-0.8,3,-2,-1,-0.8
Cc1cccc(N2CCN(C(=S)c3ccccc3)CC2)c1,2.0,1.2,0,-0.2,-1.8,-0.8,0.3,-1,-3,7,0.3
COC(=O)[C@]12C[C@H](CC(=O)N3CCCC3)C(=O)N(Cc3cccc4ccccc34)C1=C[C@H](C(C)C)O[C@@H]2C1CC1,nt,2.5,-2,0.2,nt,-1.2,-0.7,-9,-8,-3,-0.3
Cc1ccc(-c2ccc(CN3C(C)C(=O)N(Cc4cn(CC5CCCCC5)nn4)CCS3(=O)=O)cc2)cc1 (stereo not given),-2.3,-4.8,-8,-0.3,-0.8,-1.6,-0.8,-5,0,-26,-2.0
Oc1ccc(C2=NNC(=NCc3ccc4c(c3)OCO4)SC2)c(O)c1,-1.4,7.0,4,-2.8,-2.5,-1.8,-2.1,0,6,-1,2.7
Cc1ccc(C)c(N(CC(=O)NCc2ccccc2)C(=O)c2csnn2)c1,-0.2,0.0,-2,0.6,-0.1,-0.6,0.2,4,1,2,-1.1
COc1cccc(NS(=O)(=O)c2ccc3[nH]cc(C(=O)NCCC(C)C)c(=O)c3c2)c1,-3.1,-0.8,-3,-0.3,-1.4,-2.0,-0.7,-2,-11,-63,-0.9
Cc1ccc(C)c(S(=O)(=O)N2CCN(C(=O)CCNS(=O)(=O)c3ccc(C)c(C)c3)CC2)c1,-3.3,0.5,-1,0.0,-0.5,-1.1,-3.0,-3,1,-33,-1.7
O=C(NC(=S)Nc1ccc(S(=O)(=O)Nc2ccccc2)cc1)C1CC1,4.3,0.4,0,0.3,0.4,-1.1,0.1,-3,1,-1,0.9
O=c1c2cc(NC(=S)NC3CCCCC3)ccc2nc2n1CCCCC2,-0.9,-2.5,-6,0.7,-1.6,-2.4,-1.7,0,1,9,-3.4
O=C(c1cc2ccccc2c(=O)o1)N1CCCCCC1,2.2,2.6,-2,0.5,3.0,-0.6,0.5,0,0,11,0.3
CC(C)c1ccc(OCc2nc(-c3ccccn3)no2)c(Br)c1,7.0,15*,1,0.1,0.5,0.9*,4.1*,-7,1,-6,7.6*
NC(=O)Nn1c(CCC(=O)O)ccc1-c1ccc(Br)cc1,-0.9,0.4,-2,-0.3,0.5,-0.6,0.3,2,1,0,-0.1
CCc1cc(-c2cnnn2Cc2ccc3ccccc3c2)ccc1-c1cn(CC(C)C)nn1,0.0,-1.5,0,0.4,-0.5,-1.2,0.1,1,-8,7,-0.5
Cc1cccc(NC(=O)CSc2nc3nc4c(cc3c(=O)n2-c2ccccc2)CCCC4)c1,2.4,2.9,2,-0.1,-1.9,-0.5,1.4,-5,-1,-2,5.3
CCCNC(=O)c1cc(C2CCCCN2C(=O)OCCF)on1 (stereo not given),-0.8,-0.2,-2,-0.8,nt,-0.9,0.8,1,6,0,-2.3
CCOC(=O)c1ccc(S(=O)(=O)N2CCN(c3ccccn3)CC2)cc1,-1.1,-0.2,-1,-0.5,-1.0,-1.0,-0.2,0,5,16,0.6
Cc1ccc(C)c(Cn2c(=O)c3c(nc4n3CCN4Cc3ccco3)n(C)c2=O)c1,-0.5,-1.1,-2,-0.2,-1.4,-1.3,0.4,-1,-6,-2,-1.4
O=C(NC1CCCCCC1)C1CCN(S(=O)(=O)c2cccc3cccnc23)CC1,0.4,-0.6,-1,-0.5,6.1*,-0.3,-1.6,-13,-5,11,-1.4
COc1ccccc1CN(CC(=O)NCc1ccco1)C(=O)CNS(=O)(=O)c1ccc(C)cc1,-2.0,-2.9,-2,0.6,0.6,-1.2,-0.5,1,2,-4,-0.6
COc1cccc(CN(C)C(=O)c2ccc3c(=O)n4c(nc3c2)CCC4)c1OC,2.6,5.9,0,-0.1,0.7,0.2,1.4,0,1,5,0.5
O=C(c1ccccc1)N1N=C(C(F)(F)F)CC1(O)c1ccc(F)cc1 (stereo not given),-0.1,-1.5,-3,0.3,-0.7,-0.9,-0.7,-3,-1,-28,0.6
CCc1cc(=O)oc2cc(C)cc(OCC(=O)NCc3ccccn3)c12,-0.1,-1.2,2,4.2,0.6,-1.2,-0.9,-15,-8,8,0.5
COc1ccc(-c2coc3cc(OC)cc(O)c3c2=O)cc1,0.6,10,1,0.0,5.0*,-1.1,1.8,-6,-9,6,1.2
Cc1noc(/C=C/c2ccco2)c1S(=O)(=O)N1CCC(C(=O)Nc2ccc(Cl)cn2)CC1,2.0,-6.4,-3,-1.3,-1.9,-2.6,-2.2,-1,-5,-13,-1.5
O=C(Nc1ccc(-c2noc(-c3cccs3)n2)cc1)c1cccnc1,0.3,3.2,3,-16,-0.7,-0.4,-2.0,-11,-20,-19,0.5
O=C(O)c1cccc(NN=C2c3ccccc3-c3ccccc32)c1,0.9,2.7,-2,0.7,-0.1,-0.2,1.0,-1,1,-39,-1.4
O=P(CCC(F)(F)F)(CCC(F)(F)F)CCC(F)(F)F,-1.0,-0.7,0,-0.2,1.5,-0.7,0.5,2,6,10,-1.8
Cc1ccccc1CC1(CO)CCCN(C(=O)Cc2c(F)ccc(F)c2F)C1 (stereo not given),-1.2,-0.9,-3,0.1,-1.0,-1.2,0.1,2,2,8,-1.5
COc1cccc(NC(=O)c2ccccc2)c1,4.7,7.8,5,-0.4,0.1,-0.6,2.5,1,1,-4,1.9
Cn1nnnc1SCC(=O)Nc1c(Cl)cccc1Cl,1.4,-0.3,-1,-0.1,0.7,-1.6,-0.1,-2,0,3,-1.5
O=C(C1=CC=CN2CCS(=O)(=O)N=C12)N1CCN(c2cccc(Cl)c2)CC1,1.5,-1.0,-1,-0.3,-0.6,-1.4,-0.9,-1,1,13,-0.2
CC(C)c1c(C(=O)N/N=C/c2ccc(C(F)(F)F)cc2)nnn1-c1nonc1N,2.5,1.0,1,1.0,0.2,-1.9,-1.0,10,-6,-8,-2.3
O=[N+]([O-])c1cc(/C=N/N2CCCCC2)ccc1Cl,1.8,3.5,-1,0.1,0.1,-1.2,0.9,0,0,-1,3.5
O=C(CC1SC(N2CCCC2)=NC1=O)Nc1ccc(C(=O)NCCOc2ccccc2F)cc1 (stereo not given),4.3,0.8,0,0.3,-1.1,-1.0,-0.6,-1,-2,-10,-0.3
COc1cccc(CC(NC(C)=O)C(=O)NC2CCN(c3c(Cc4ccccc4)c(C)nc4ncnn34)CC2)c1 (stereo not given),-0.8,-0.7,-2,0.6,-0.7,-0.8,-0.2,1,-3,5,1.4
Cc1ccc(CNC(=O)CN2C(=O)NC(C)(c3cccc(Br)c3)C2=O)cc1 (stereo not given),-1.7,-2.1,-2,0.3,-1.4,-1.1,-0.7,6,1,-2,-2.2
COc1ccc(C(=O)N2CCC2(C)C(=O)NC(C)C)c(OC)c1 (stereo not given),-0.5,-2.4,-1,0.9,nt,-0.6,-0.3,6,2,0,-0.1
Cn1c(NNC(=O)/C=C/c2ccc3c(c2)OCO3)cc(=O)n(C)c1=O,0.1,2.1,1,6.1,0.6,-0.3,0.9,-3,-2,1,-0.1
COc1ccc2cc(C(=O)CS(=O)(=O)c3ccc(Cl)cc3)c(=O)oc2c1,nt,-1.5,-2,0.7,nt,-1.0,0.0,0,0,7,-1.7
O=C(CO/N=C/c1ccc(OC(F)F)cc1)NC1CCCCCC1,0.4,-2.9,-3,-0.3,1.6,-1.1,-1.8,nt,nt,3,-2.2
CCC(CC)C(=O)N(c1ccc(F)cc1)C1C=CS(=O)(=O)C1 (stereo not given),-0.8,-1.6,3,0.3,1.6,-1.1,-0.6,nt,nt,-1,1.1
CC1CCCCN1C(=O)c1cc(Cl)ccc1[N+](=O)[O-] (stereo not given),0.2,-0.7,-1,-0.5,-1.1,-1.9,0.5,-2,-1,8,-1.1
O=C(COC(=O)CSc1ccc(Br)cc1)NCc1ccco1,0.4,1.5,-1,0.1,0.6,-0.1,1.0,1,3,-15,-1.3
O=C(COC(=O)/C=C/c1ccc(Br)o1)NC1CCCCC1,-0.1,1.8,-1,0.8,0.7,-1.4,0.2,1,0,2,-0.9
O=C(O)c1nccnc1C(=O)Nc1ccc(Cl)cn1,0.0,0.6,1,-0.8,1.9,-1.3,-0.4,6,3,4,-2.2
CSc1nc2ccc(S(=O)(=O)N3CCCCC3)cc2s1,0.8,1.3,1,-0.3,0.1,-0.7,1.1,2,-6,2,-0.5
Cc1ccc(NC(=S)Nc2cc(C)on2)cc1,5.7,9.1,8.6*,0.6,nt,0.5,1.4,0,4,-31,3.5
COc1ccccc1C(=O)NCC(=O)NCC1(N2CCCCC2)CCCCC1,-1.6,3.7,0,-0.1,-0.3,-1.3,1.9,-2,-2,2,1.3

# Compounds were not picked by outcome (roughly 6.7% active in at least one column).
